Screening results: PubChem, The Scripps Research Institute Molecular Screening Center
TDP2 inh: TDP2 (human) inhibition, absorbance primary screen. AID 720702. recombinant TDP2, T5PNP hydrolysis, p-nitrophenol absorbance 415 nm. 370,000 compounds, 0.34% hits. O95551. inhibition, % at 12.8 µM;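 active = inhibition above the mean of all tested compounds plus 3 SD, set per campaign, cut at about 25% in these data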;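 note: 0% = DMSO with enzyme and 100% = buffer with substrate but no TDP2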
Target sequence (O95551 whole entry, looked up): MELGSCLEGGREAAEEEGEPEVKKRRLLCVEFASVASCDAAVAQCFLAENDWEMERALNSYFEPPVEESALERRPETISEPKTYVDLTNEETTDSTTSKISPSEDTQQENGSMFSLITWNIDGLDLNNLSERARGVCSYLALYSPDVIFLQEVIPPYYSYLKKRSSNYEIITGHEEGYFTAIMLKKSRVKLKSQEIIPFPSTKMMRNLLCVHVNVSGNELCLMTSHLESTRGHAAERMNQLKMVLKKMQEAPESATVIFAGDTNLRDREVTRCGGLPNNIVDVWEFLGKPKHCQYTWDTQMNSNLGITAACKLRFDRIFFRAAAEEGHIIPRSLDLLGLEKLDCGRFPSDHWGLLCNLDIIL
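System – recombinant human TDP2 · Amount – 120 nM TDP2 per well · Buffer or medium – Mg2+-containing Tris-HCl buffer, pH 7.5 · Reagent – T5PNP substrate, 5 mM · Dosing – 12.8 µM single point, 1% DMSO · Incubation – 2 h at 37 °C · Measured by – epi absorbance · Read-out basis – percent inhibition · Benchmarks – high control without enzyme, low control DMSO plus TDP2 · Repeats – singlicate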
PLC-gamma1 inh: blocks human PLC-gamma1 enzyme activity | P19174 | purified PLC-gamma1, fluorogenic substrate, fluorescence | inhibition, % at 12.2 µM | 370,000 compounds, 0.84% hits | AID 720700; in the data active = inhibition above about 9.5%
ASAP1 inh: ASAP1 ArfGAP inhibition. Q9ULH1. ASAP1-stimulated ARF1 GTP hydrolysis, GDP FP detection. inhibition, % at 16.5 µM. 360,000 compounds, 0.19% hits; in the data active = inhibition above about 25%;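 note: 0% = vehicle with enzyme and substrate and 100% = no enzyme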
DDE Tn7 FP inh: inhibitors of Tn7 peptide binding to human fibrin DD(E) | FP displacement of FITC-Tn7 peptide from fibrin DD(E); 0% = median of compound wells per plate | inhibition, % at 8.3 µM | 370,000 compounds, 0.13% hits;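 active = inhibition above the mean of compounds falling within the control limits plus 3 SD of them, cut at about 14% in these data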;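 note: 0% = plate median of compound wells and 100% = 10 µM Aha-Tn7 peptide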
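Measure: % inhibition scaled between sample-field median and high-control FP; Test system: human fibrin DD(E); Quantity: 2 µM final DD(E) protein; Doses: one dose, 8.3 µM nominal; Schedule: compound with protein 10 min, then 3 h after probe, room temperature; Detection: fluorescence polarization; Medium: Tris buffer with calcium and detergent, pH 7.8.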
ADAM17 inh: inhibitors of human ADAM17; inhibition, % at 6.95 µM; 370,000 compounds, 0.83% hits; AID 720648; recombinant ADAM17, EDANS/DABCYL FRET peptide cleavage; P78536;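 active = inhibition above the mean of compounds lying between control limits plus 3 SD, set per campaign, cut at about 8.5% in these data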;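 note: 0% = DMSO-only wells as the low control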
ARFGAP1 inh: rat ARFGAP1 inhibition; Q62848; Arfgap1-stimulated ARF1 GTP hydrolysis, GDP FP detection; inhibition, % at 16.5 µM; 360,000 compounds, 0.26% hits; AID 651572;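 active = inhibition above a per-plate limit, mean inhibition of low control wells plus 3 SD, cut at about 25% in these data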;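 note: 0% = DMSO wells with enzyme and 100% = wells lacking Arfgap1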
Target sequence (Q62848 1-136 limits assumed): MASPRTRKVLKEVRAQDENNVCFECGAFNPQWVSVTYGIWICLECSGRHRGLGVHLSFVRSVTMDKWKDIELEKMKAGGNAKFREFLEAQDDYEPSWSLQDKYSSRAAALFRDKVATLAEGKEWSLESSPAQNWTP
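Material: rat Arfgap1 catalytic domain, aa 1-136; also added: human ARF1(Δ1-17)-GTP substrate; compound dosing: one concentration, 16.5 µM, DMSO 1.26%; incubation: GTP hydrolysis reaction 2 h at 25 °C; measured by: Tracer-displacement fluorescence polarization with EDTA stop, 620/688 nm; evaluation: % inhibition from polarization; repeats: one replicate per compound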
Tn6 DDE FP: disrupts Tn6 cyclic peptide binding to fibrin D-Dimer-E complex; Fibrin DD(E) TRITC-Tn6 fluorescence polarization displacement; inhibition, % at 8.3 µM; 370,000 compounds, 0.21% hits; AID 720509;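 active = inhibition above a per-campaign cutoff: mean of compounds within control limits plus 3 SD, cut at about 15% in these data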;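 note: 0% = median of all compound wells on the plate and 100% = blocking peptide control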
KLK7 zymogen act: activators of human kallikrein-7 zymogen | P49862 | purified proKLK7, EDANS-DABCYL substrate fluorescence; 100% is mature enzyme control, 0% vehicle | activation, % at 7 µM | 370,000 compounds, 0.9% hits | AID 652039;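 active = activation above the mean of all tested compounds plus 3 SD, computed per campaign excluding outliers beyond control limits, cut at about 13% in these data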
LEDGF integ inh: blocks HIV-1 LEDGF/p75-dependent DNA integration | inhibition, % at 3.7 µM | AID 743269 | TR-FRET IN-LEDGF/p75 DNA integration, Eu/Cy5 | 370,000 compounds, 0.64% hits;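 active = inhibition above the screen-wide mean plus 3 SD, cut at about 13% in these data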;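 note: signal is the Cy5 over europium emission ratio at 671 and 618 nm; 0% = plate median of compound wells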
ADAM10 inh: inhibits human ADAM10; O14672; recombinant ADAM10, EDANS/DABCYL FRET peptide cleavage, 3 h; AID 720582; 370,000 compounds, 0.62% hits; inhibition, % at 7 µM;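 active = inhibition above a per-campaign cutoff equal to the mean of compounds falling between control-based bounds plus 3 SD, cut at about 20% in these data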;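 note: 0% = DMSO wells while the 100% control is not disclosed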
Target sequence (O14672 214-748 limits assumed): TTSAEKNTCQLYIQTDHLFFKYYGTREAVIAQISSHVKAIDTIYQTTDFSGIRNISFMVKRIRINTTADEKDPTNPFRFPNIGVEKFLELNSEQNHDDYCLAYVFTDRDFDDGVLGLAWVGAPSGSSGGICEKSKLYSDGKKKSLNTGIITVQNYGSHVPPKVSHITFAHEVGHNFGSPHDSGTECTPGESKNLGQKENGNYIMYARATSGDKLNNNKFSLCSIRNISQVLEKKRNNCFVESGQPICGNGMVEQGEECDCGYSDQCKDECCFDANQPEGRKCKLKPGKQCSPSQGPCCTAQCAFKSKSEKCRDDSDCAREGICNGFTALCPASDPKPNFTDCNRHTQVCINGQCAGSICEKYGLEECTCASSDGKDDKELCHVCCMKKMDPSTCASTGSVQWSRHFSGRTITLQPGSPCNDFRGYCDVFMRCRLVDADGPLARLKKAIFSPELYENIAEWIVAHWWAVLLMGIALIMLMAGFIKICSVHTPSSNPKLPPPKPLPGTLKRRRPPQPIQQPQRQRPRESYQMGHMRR
* marks the source's active call; other numbers are inactive results; . = no result given.

The first six records (preview)
SMILES	TDP2 inh	PLC-gamma1 inh	ASAP1 inh	DDE Tn7 FP inh	ADAM17 inh	ARFGAP1 inh	Tn6 DDE FP	KLK7 zymogen act	LEDGF integ inh	ADAM10 inh
O=C1Nc2cc(Cl)ccc2C1(N1CCNCC1)C(F)(F)F (stereo not drawn)	-1	2	-13	9	-2	3	7	0.0	-8	2
Cc1ccc2c(CN3CCN(Cc4ccccc4)CC3)cc(=O)oc2c1	5	1	-17	0	-4	3	3	-0.3	0	2
COC(=O)c1c(NC(=S)NN2CCOCC2)sc2c1CCCC2	8	1	5	-7	-5	-5	1	0.0	-3	-6
CCOc1c(S(=O)(=O)N2CCCC2)ccc(Cl)c1Cl	0	1	10	3	3	-1	4	0.5	-1	13
COCCN(CC1CCCN(C2Cc3ccccc3C2)C1)C(=O)CCC(F)(F)F (stereo not drawn)	4	-1	0	-5	-4	0	-2	-1.1	0	-7
O=C(CNC(=O)c1ccc(F)cc1)c1ccccc1	-2	1	5	-6	1	1	2	0.5	4	6

The whole of this part (from the top)
SMILES	TDP2 inh	PLC-gamma1 inh	ASAP1 inh	DDE Tn7 FP inh	ADAM17 inh	ARFGAP1 inh	Tn6 DDE FP	KLK7 zymogen act	LEDGF integ inh	ADAM10 inh
O=C1Nc2cc(Cl)ccc2C1(N1CCNCC1)C(F)(F)F (stereo not drawn)	-1	2	-13	9	-2	3	7	0.0	-8	2
Cc1ccc2c(CN3CCN(Cc4ccccc4)CC3)cc(=O)oc2c1	5	1	-17	0	-4	3	3	-0.3	0	2
COC(=O)c1c(NC(=S)NN2CCOCC2)sc2c1CCCC2	8	1	5	-7	-5	-5	1	0.0	-3	-6
CCOc1c(S(=O)(=O)N2CCCC2)ccc(Cl)c1Cl	0	1	10	3	3	-1	4	0.5	-1	13
COCCN(CC1CCCN(C2Cc3ccccc3C2)C1)C(=O)CCC(F)(F)F (stereo not drawn)	4	-1	0	-5	-4	0	-2	-1.1	0	-7
O=C(CNC(=O)c1ccc(F)cc1)c1ccccc1	-2	1	5	-6	1	1	2	0.5	4	6
Cc1ccccc1-c1cnc(C(O)c2cccc(C)c2C)[nH]1 (stereo not drawn)	0	4	-4	-8	1	3	-4	0.0	6	-1
Cn1c(/C(C#N)=C(\O)c2ccc(Br)s2)nc2ccccc21	0	-1	-3	-8	-3	8	-3	0.4	2	2
CCCCCOC(=O)Cn1c(=O)oc2ccccc21	-1	-4	-5	4	-7	-4	2	-0.1	-1	-12
CCOc1cc(/C=N/NC(=O)c2cccnc2)ccc1O	7	-1	5	2	-4	-6	-1	-0.4	1	-6
COc1cccc(-n2nc3c(=O)n(Cc4ccccc4Cl)nc(C)c3c2C)c1	-6	1	11	-6	1	-1	4	-0.7	0	-3
O=C(CSc1cccc2cccnc12)N/N=C/c1cccc(O)c1	-4	-70	2	2	-65	-7	1	0.3	1	-183
CCOC(=O)C1=C(C)N(CCC(=O)O)C(=O)NC1c1ccccc1Cl (stereo not drawn)	12	4	-8	-5	-4	5	-3	0.0	0	5
CC/C(Cc1ccccc1)=N/NC(=O)CCn1nnc2ccccc21	0	-2	0	0	-3	8	-1	-0.1	-1	1
COc1ccc(S(=O)(=O)Cc2ccc(C(=O)N3CC(C)CC(C)C3)o2)cc1 (stereo not drawn)	0	-2	9	-3	-1	-4	7	-0.1	0	-10
Cc1ccc2[nH]c(=O)c(CN(CCO)Cc3nnnn3CCc3ccccc3)cc2c1	6	-103	5	-6	-26	7	-3	2.1	3	-77
COCCNC(=O)CCN1N=C(c2ccccc2)CCC1=O	10	-1	-6	-3	0	-13	-6	0.4	3	2
COc1ccc(C(=O)NC(=S)Nc2nc(-c3ccc(OC)c(Br)c3)cs2)cc1Br	-6	-2	0	1	-2	7	-2	-0.7	-1	4
CC(=O)Nc1ccc(SCc2ncc(-c3ccccc3)o2)cc1	9	0	5	-1	2	-3	6	-0.8	2	-4
N#Cc1ccc(OS(=O)(=O)c2ccc(-c3ccon3)s2)cc1	-17	-1	-7	6	1	0	7	0.2	-5	-13

Four entries already listed, arranged by the number in PLC-gamma1 inh, highest first:
Structure,TDP2 inh,PLC-gamma1 inh,ASAP1 inh,DDE Tn7 FP inh,ADAM17 inh,ARFGAP1 inh,Tn6 DDE FP,KLK7 zymogen act,LEDGF integ inh,ADAM10 inh
Cc1ccc2c(CN3CCN(Cc4ccccc4)CC3)cc(=O)oc2c1,5,1,-17,0,-4,3,3,-0.3,0,2
Cn1c(/C(C#N)=C(\O)c2ccc(Br)s2)nc2ccccc21,0,-1,-3,-8,-3,8,-3,0.4,2,2
COc1ccc(S(=O)(=O)Cc2ccc(C(=O)N3CC(C)CC(C)C3)o2)cc1 (stereo not drawn),0,-2,9,-3,-1,-4,7,-0.1,0,-10
CCCCCOC(=O)Cn1c(=O)oc2ccccc21,-1,-4,-5,4,-7,-4,2,-0.1,-1,-12

Other structures follow:
SMILES	TDP2 inh	PLC-gamma1 inh	ASAP1 inh	DDE Tn7 FP inh	ADAM17 inh	ARFGAP1 inh	Tn6 DDE FP	KLK7 zymogen act	LEDGF integ inh	ADAM10 inh
COc1ccccc1-c1ocnc1C(=O)N1CCN(S(=O)(=O)c2ccc(NC(C)=O)cc2)CC1	8	1	-6	3	-3	1	8	0.1	-3	0
CC(Sc1nnc(C2CC2)n1Cc1ccccc1)C(=O)N1CCNC1=O (stereo not drawn)	4	2	-19	0	-1	14	-9	0.4	0	-12
Cc1oc(-c2ccc(Cl)cc2)nc1CS(=O)CC(=O)NC1CCCC1 (stereo not drawn)	-7	4	-3	3	2	-9	1	0.2	4	3
CCn1c(=O)c2cc(C(=O)N3CCOCC3)sc2c2ccccc21	0	-63	0	5	-83	12	2	4.5	-4	-290
COC(=O)C1=C(C(=O)OC)[C@@]2([C@@H](Cc3ccc(C)cc3)Nc3ccccc3)C=C[C@@H]1O2	7	-1	.	-4	6	.	-5	.	-2	13
Cc1nn(CCCC(=O)NCc2ccco2)c(=O)c2nn(-c3ccccc3)c(C)c12	7	1	3	3	4	0	3	-0.8	-2	-16
Cc1cc(C)nc(Nc2nc(C(N)Cc3ccc(C(F)(F)F)cc3)cs2)n1 (stereo not drawn)	3	2	4	1	1	-2	3	0.2	6	5
CCOc1ccc2oc(C(=O)N3CCN(c4ccccc4OCC)CC3)c(C)c2c1	-14	-4	3	4	2	4	11	0.5	0	-2
Cn1c(SCC(=O)N2CCOCC2)nnc1-c1ccc(Cl)cc1Cl	0	6	6	-8	-4	8	-7	-0.5	-2	-13
COCCCn1c(SCC(=O)N2CCc3ccccc32)nnc1-c1ccoc1C	1	-4	-8	-4	-1	-1	-2	-0.9	3	-9
Cc1ccccc1NC(=O)Nc1nc2ccc(S(C)(=O)=O)cc2s1	2	1	3	-3	-1	9	0	0.3	-1	0
CN(C)c1ccnc(Nc2ccccc2)c1C#N	9	1	-6	-4	0	2	4	-1.0	3	0
CCOC(=O)C1CCN(S(=O)(=O)c2ccc3c(c2)NC(=O)C(C)C(=O)N3)CC1 (stereo not drawn)	6	2	6	-2	-2	14	-9	-0.1	0	-17
O=C(NCc1nnnn1-c1ccc(Cl)cc1)C1CC(=O)N(c2ccc(F)cc2)C1 (stereo not drawn)	4	0	-7	2	-2	-2	-10	-0.2	-3	-9
O=C(NCC1COc2ccccc2O1)c1ccc(F)c(S(=O)(=O)N2CCOCC2)c1 (stereo not drawn)	6	0	2	-1	-2	-2	0	0.2	1	3
O=C(NCCN1CCOCC1)c1cc(-c2ccc(F)cc2)on1	9	-2	5	-2	-4	6	5	0.1	1	-9
CC(C)NC(=O)C1CCN(C(=O)C(C(=O)c2ccccc2)n2cc(Cl)ccc2=O)CC1 (stereo not drawn)	1	-2	8	-4	-3	9	-4	0.6	1	-7
C[C@H]1Cn2nncc2Cn2c3ccccc3c(=O)n21	6	-26	.	-14	-74	.	2	1.5	-3	-279
O=C(OCC#CCSc1nnc(-c2cccc3ccccc23)o1)c1ccc(F)cc1F	-12	1	.	-2	-1	.	-4	.	2	-3
O=S(=O)(NCCSc1ccccc1)c1ccc(F)cc1	7	0	-12	14	4	2	-3	0.6	2	12
O=C(Cc1ccc(F)cc1)Nc1ccc2[nH]ncc2c1	-8	3	-6	2	-5	12	-7	0.0	0	0
Cc1ccccc1OC(=O)n1c(=S)oc2cc(Cl)ccc21	10	-1	-13	3	-5	-4	-6	0.1	-2	-1
Cc1ccc2nc(SCC(=O)N3CCOCC3)[nH]c2c1	-4	-5	-20	8	-4	-8	-12	0.4	4	-5
CCOC(=O)c1ccc(NC(=O)Nc2ccc(F)cc2)cc1	7	1	-8	0	-3	3	-8	0.9	1	6
COc1ccc(NC(=O)CSC2CC(=O)N(c3ccc4c(c3)OCCO4)C2=O)cc1 (stereo not drawn)	-6	0	1	4	0	4	1	-0.1	0	0
C=CCCC(=O)N1C[C@H]2CON(C)[C@H]2C[C@H]1c1cccc(Oc2ccccc2)c1	3	2	-14	11	-1	2	1	0.5	-1	-1
Cc1ccc(S(=O)(=O)N(C)C[C@H]2Oc3c(NC(=O)Nc4cccc5ccccc45)cccc3C(=O)N([C@@H](C)CO)C[C@@H]2C)cc1	-2	-25	1	8	-14	-2	-2	-1.5	1	-58
O=C(/C=C/c1ccccc1)Nc1cc(C(=O)O)cc(C(=O)O)c1	0	-1	-7	-1	-6	10	-3	-0.4	-3	-5
CC1=NN(c2nc(-c3ccc(C)cc3)cs2)C(=O)C1N=Nc1cccc(C)c1 (stereo not drawn)	-8	-1	0	4	0	6	3	-0.3	0	2
COC(=O)c1ccccc1OC(=O)c1cccnc1	0	-3	-2	-1	-6	4	-4	0.4	-4	2
O=C(COC(=O)c1cc(S(=O)(=O)N2CCOCC2)c(Cl)cc1Cl)Nc1ncc(C(F)(F)F)cc1Cl	-8	-3	3	-2	2	0	-13	-0.7	-1	0
CCCc1cc2c(cc1NC(=O)c1ccccc1C)OCO2	5	-1	16	-8	-5	8	-2	-0.5	2	-6
